# PI4K2A inh: blocks human PI4K2A kinase activity; purified PI4K2A, ADP-Glo luminescence, 1 h; active compounds read low; activity change, negative = inhibition, % at 76.9 µM; actives 0.13% (n = 420,000); in the data active means activity change below about -50%; inconclusive means mostly about -30% to -49%;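 further: -100% = wells without enzyme as full effect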
#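 PI4K2A activity was measured by ADP-Glo luminescence: enzyme (4 ug/mL stock) and phosphatidylinositol (1.2 mM stock) in Tris pH 7.5/MgCl2/EGTA/Triton X-100 buffer were reacted with ATP (300 microM stock) for one hour at ambient temperature.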
# HP1b binding inh: HP1-beta chromodomain-methylated histone interaction inhibition; AlphaScreen HP1-beta / biotin-H3K9me3 peptide binding; Potency, µM (highest dose often 114 µM), for the others: top-dose activity change, negative = inhibition, actives largely listed as inhibitors; actives 0.56% (n = 390,000); AID 540317; further: potency means the concentration at half of the fitted maximal effect; nearly all actives have a fitted effect of over 70% in size; inactives centre near 23
#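 AlphaScreen: HP1-beta (50 nM) preformed 30 min with biotin-H3(1-18)K9me3 peptide (50 nM) in PBS pH 7.4, 0.01% Tween-20. Compound added for 30 min at RT, then streptavidin donor/nickel chelate acceptor beads (10 ug/mL) for 30 min.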
# TrxR1 substrate: is turned over as a substrate by rat TrxR1; O89049; purified TrxR1 substrate turnover, NADPH consumption readout; Potency, µM (highest dose often 114 µM), for the others: at the top dose activity change, negative = substrate turnover; actives 0.01% (n = 390,000); further: potency means the concentration at half of the fitted maximal effect; on the % scale 0 is the no-effect control and ±100 the full control effect; nearly all actives have a fitted effect of over 50% in size
#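 Rat TrxR1, dispensed at 90 nM, was prereduced with 400 uM NADPH (final) for 5 min at ~22 deg C, then incubated with compound 15 min before 400 uM selenite. A first-read NADPH fluorescence drop versus no-compound background flagged substrates.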
# rTrxR1 inhibitor: inhibitors of rat thioredoxin reductase 1; Potency, µM (doses to about 114 µM), inactives show at the top dose activity change, negative = inhibition, hits mostly inhibitors; actives 1% (n = 390,000); recombinant rTrxR1, NADPH fluorescence consumption, selenite substrate; further: potency means the concentration at half of the fitted maximal effect; on the % scale 0 is the no-effect control and ±100 the full control effect; nearly all actives have a fitted effect of over 65% in size
#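 Rat TrxR1 (90 nM in the dispensed reagent) was pre-reduced with 400 uM NADPH for 5 min at room temperature, then incubated with compound for 15 min. After 400 uM selenite was added, NADPH fluorescence (Ex 340/Em 450 nm) was followed for 8 min.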
# mIDH1 inhibitor: human IDH1 R132H inhibition; IDH1-R132H enzyme, NADPH consumption, diaphorase/resazurin fluorescence; Potency, µM (highest dose often 76.6 µM), without a hit: at the top dose activity change, negative = inhibition, actives largely listed as inhibitors; actives 0.093% (n = 390,000); AID 602179; O75874; further: potency means the concentration at half of the fitted maximal effect; on the % scale 0 is the no-effect control and ±100 the full control effect; nearly all actives have a fitted effect of over 65% in size
#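 IDH1-R132H (0.5 ug/mL) preincubated 30 min with compound, then NADPH (0.016 mM) and alpha-KG (2 mM) added; 80 min at RT, pH 7.5. Remaining NADPH coupled via diaphorase/resazurin to fluorescence (540/590 nm); concentration-response curves normalized to no-enzyme control.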
# Pin1 inh: blocks the human prolyl isomerase Pin1. Q13526. AID 504891. actives 0.009% (n = 390,000). Pin1 FP peptide displacement, HiFluor488, 10 min. Potency, µM (series often up to 115 µM), without a hit: at the highest dose activity, negative = inhibition, usual class: inhibitors; active means well fitted inhibition curve with a large enough effect in the polarisation, with a control signal flat, not every such curve was filed as active; inconclusive means small, poorly fitted or top-dose-only effect, or effect the other way, or a change in a side signal; inactive means no such curve, though single readings can be large or run the other way; the % refers to the polarisation; further: potency means the concentration at half of the fitted maximal effect; on the % scale 0 is the no-effect control and ±100 the full control effect
# Target sequence (Q13526 whole entry, looked up): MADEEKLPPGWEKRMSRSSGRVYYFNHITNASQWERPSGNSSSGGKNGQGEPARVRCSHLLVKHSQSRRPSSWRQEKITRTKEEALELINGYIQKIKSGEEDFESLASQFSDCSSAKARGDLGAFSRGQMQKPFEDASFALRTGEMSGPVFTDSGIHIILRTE
# USP1 inh: blocks the human USP1/UAF1 deubiquitinase complex; Potency, µM (series often up to 57.1 µM), for inactives: at the highest dose activity change, negative = inhibition, most hits filed as inhibitors; actives 0.23% (n = 390,000); recombinant USP1/UAF1, Ub-Rhodamine cleavage fluorescence; O94782; AID 743255; further: potency means the concentration at half of the fitted maximal effect; on the % scale 0 is the no-effect control and ±100 the full control effect; nearly all actives have a fitted effect of over 60% in size; inactives centre near -12
# Target sequence (O94782 whole entry, looked up): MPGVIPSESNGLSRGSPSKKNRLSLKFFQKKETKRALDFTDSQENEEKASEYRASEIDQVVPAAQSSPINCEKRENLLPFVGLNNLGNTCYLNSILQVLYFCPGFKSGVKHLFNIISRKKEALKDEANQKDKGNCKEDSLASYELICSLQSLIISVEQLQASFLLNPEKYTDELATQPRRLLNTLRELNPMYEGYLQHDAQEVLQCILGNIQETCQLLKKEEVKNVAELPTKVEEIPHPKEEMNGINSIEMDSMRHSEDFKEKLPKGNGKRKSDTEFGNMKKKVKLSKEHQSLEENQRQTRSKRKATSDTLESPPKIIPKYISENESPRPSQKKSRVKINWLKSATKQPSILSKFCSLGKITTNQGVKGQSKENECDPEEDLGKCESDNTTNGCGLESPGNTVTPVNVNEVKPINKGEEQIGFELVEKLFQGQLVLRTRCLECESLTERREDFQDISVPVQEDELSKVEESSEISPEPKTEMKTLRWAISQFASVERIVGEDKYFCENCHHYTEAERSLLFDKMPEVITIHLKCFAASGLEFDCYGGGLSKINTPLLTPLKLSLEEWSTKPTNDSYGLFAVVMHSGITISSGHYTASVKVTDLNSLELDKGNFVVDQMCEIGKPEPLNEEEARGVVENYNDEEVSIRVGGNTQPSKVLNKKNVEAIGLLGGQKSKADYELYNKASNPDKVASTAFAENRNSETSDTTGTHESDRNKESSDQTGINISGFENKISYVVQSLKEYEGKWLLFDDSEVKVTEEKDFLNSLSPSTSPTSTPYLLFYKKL
#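 High-throughput fluorogenic screen: 1nM USP1/UAF1 complex, Ub-Rho substrate 150nM final, 50mM HEPES pH 7.8 with 0.5mM EDTA, 0.1 mg/ml BSA, 1mM TCEP and 0.01% Tween-20.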
# GLS inhibitor: blocks human kidney-isoform glutaminase activity; O94925; GLS enzymatic activity, qHTS titration; Potency, µM (top dose mostly 45.5 µM), for inactives: at the highest dose activity change, negative = inhibition, most hits filed as inhibitors; actives 0.21% (n = 410,000); AID 624170; further: potency means the concentration at half of the fitted maximal effect; on the % scale 0 is the no-effect control and ±100 the full control effect
#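 hKGA; 45 mM KH2PO4 pH 8.2 + 0.02% Tween-20; cpd via pin tool; 1 mM Gln soln; GluOx/HRP/Amplex Red; RT 30 min; fluor. t0 & final.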
# Tb PGK inh: T. brucei PGK inhibition. PGK/GAPDH coupled, Kinase-Glo luminescence, 60 min. P07378. Potency, µM (top dose mostly 57.5 µM), for inactives: at the highest dose activity change, negative = inhibition, usual class: inhibitors. actives 0.043% (n = 380,000); further: potency means the concentration at half of the fitted maximal effect; on the % scale 0 is the no-effect control and ±100 the full control effect; nearly all actives have a fitted effect of over 60% in size
#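 Recombinant glycosomal PGK reaction used 1,3-bisphosphoglycerate generated in-well by GAPDH (100nM final) in 100mM TEA pH 7.6, 5mM MgCl2, 0.01% Tween-20. After 60 minutes at room temperature, ATP was read by Kinase-Glo Plus luminescence end-point.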
# * marks the source's active call; other numbers are inactive results; i = inactive; ? = inconclusive; . = no result given; [ ] = remark or other dose. Unless noted, the call rests on the fitted dose curve; in most records, active means well fitted curve in the direction sought with a large enough effect; inconclusive means small, poorly fitted or top-dose-only effect, or another doubt; inactive means no such curve, though single readings can be large; an effect the other way counts as inactive or inconclusive. An excerpt; the hit share may differ from the screen's.
# Sample of the layout, 2 compounds:
mol,PI4K2A inh,HP1b binding inh,TrxR1 substrate,rTrxR1 inhibitor,mIDH1 inhibitor,Pin1 inh,USP1 inh,GLS inhibitor,Tb PGK inh
Cc1cc(=O)oc(C)c1C(=O)NCc1ccccc1,-17.7,21.1%,-0.1%,-3.4%,6.5%,-7.5%,-5.7%,1.7%,-3.4%
C[C@H](NC(=O)c1nc[nH]c1C(=O)NCC(=O)OC(C)(C)C)c1ccccc1,-0.9,36.6%,-1.0%[57.1 µM],-8.6%[57.1 µM],-12.0%,?,-34.6%,-5.1%,6.4%

# The listing, from the start:
mol,PI4K2A inh,HP1b binding inh,TrxR1 substrate,rTrxR1 inhibitor,mIDH1 inhibitor,Pin1 inh,USP1 inh,GLS inhibitor,Tb PGK inh
Cc1cc(=O)oc(C)c1C(=O)NCc1ccccc1,-17.7,21.1%,-0.1%,-3.4%,6.5%,-7.5%,-5.7%,1.7%,-3.4%
C[C@H](NC(=O)c1nc[nH]c1C(=O)NCC(=O)OC(C)(C)C)c1ccccc1,-0.9,36.6%,-1.0%[57.1 µM],-8.6%[57.1 µM],-12.0%,?,-34.6%,-5.1%,6.4%
O=C(CSc1ccccn1)NC1CCCc2c1cnn2-c1ccccc1F (centres undefined),6.3,.,.,.,10.0%,.,-16.7%,-8.8%,-3.0%
COc1ccc(NC(=O)Cn2c(=O)oc3cc(S(=O)(=O)N4CCCC4)ccc32)cc1OC,-3.0,4.5%,-2.5%,3.6%,.,-3.4%,-25.7%,-7.8%,.
COc1ccc(CNC(=O)C/C(C)=N/NC(=O)c2ccc([N+](=O)[O-])cc2Cl)cc1,2.7,11.3%,2.6%[57.1 µM],-9.0%[57.1 µM],16.2%,6.0%,-2.5%,-28.7%,5.9%
Cn1c(=O)c2c(ncn2CC(=O)OCC(=O)NCc2ccc(Cl)cc2)n(C)c1=O,-0.6,28.3%,-5.6%,1.5%[57.1 µM],6.8%,-4.0%,0.1%,-4.3%,-6.6%
O=c1cc(N2CCN(c3ccccc3)CC2)[nH]c(=O)n1Cc1ccc(F)cc1,-7.5,17.3%,3.4%[57.1 µM],-32.0%[57.1 µM],-14.2%,15.3%,-11.4%,14.5%,-7.1%
CCN(Cc1ccccc1)S(=O)(=O)c1ccc(C(=O)Nc2nnc(C)o2)cc1,-4.3,41.6%[activator],-6.1%,9.5%,-6.2%,1.8%,-12.0%,-2.7%,0.6%
COc1cc(/C=N/NC(=O)c2ccncc2)ccc1OCc1cnc(Cl)s1,4.2,48.2%[activator],-6.6%,0.1%,-12.7%,1.0%,-26.6%,16.9%,7.8%
CC1CCN(C(=O)C(C)NCc2ccc(F)cc2)CC1 (centres undefined),3.3,20.0%,0.5%,-14.3%,8.7%,-7.0%,-4.2%,45.2%[activator],1.6%
CCCCCCCC(=O)NC1=NC(=O)C(C)(C)S1,6.3,44.1%[activator],-1.5%,10.5%,-0.3%,1.1%,-16.2%,-0.3%,0.5%
COc1ccc2[nH]cc(C(=O)CN3CCC(C)CC3)c2c1,1.2,4.3%,3.3%,5.3%,0.2%,1.4%,3.1%,3.2%,-5.9%
C[C@@H]1COC(=O)[C@H](CC(=O)OC(C)(C)C)C/C=C\C[C@@H](CC(=O)N(CCO)Cc2ccccc2)C(=O)N1,-2.2,29.3%,5.0%,21.6%,-2.2%,-0.1%,2.2%,0.8%,-0.7%
O=C(Nc1cccc(C(=O)O)c1)/C(=C/c1cccc([N+](=O)[O-])c1)NC(=O)c1cccc(Br)c1,0.4,21.3%,2.0%,12.7%,5.9%,-6.4%,-17.3%,-2.3%,-3.3%
Cc1ccc(S(=O)(=O)c2nc(C)oc2N2CCOCC2)cc1,5.6,?,14.4%,?,-0.9%,-6.1%,?,0.0%,-3.0%
COc1cccc(C(=O)Oc2c(CN3CCOCC3)cc(Cl)c3cccnc23)c1,-20.9,32.9%,3.9%,16.4%,3.2%,-3.8%,-24.9%,-2.2%,-7.8%
COn1c(-c2ccccc2)nc2c1CCc1nonc1-2,1.1,24.7%,0.7%[57.1 µM],?,1.0%,5.8%,3.7%,8.5%,-3.1%
CC(Oc1ccc2c(c1)oc(=O)c1ccccc12)C(=O)NCCN1CCOCC1 (centres undefined),37.0,42.9%[activator],69.9%[activator],?,-4.0%,4.1%,-18.7%,2.8%,-1.4%
CC(Sc1nc2c(c(=O)n(C)c(=O)n2C)n1Cc1cc2c(cc1Cl)OCO2)C(=O)O (centres undefined),0.1,65.6%[activator],-1.6%,6.9%,7.5%,-8.3%,-15.1%,-12.2%,i
Cn1nnnc1SCc1nc2scc(-c3ccccc3)c2c(=O)[nH]1,-8.5,10.8%,-1.6%,-8.5%,1.7%,36.7%[activator],-21.6%,-0.7%,-10.4%
CCCn1c(SCC(=O)N2CCN(C(C)=O)CC2)nc2sc3c(c2c1=O)CCC3,2.8,27.5%,-8.5%,-3.1%,-2.6%,?,-13.0%,2.6%,-4.1%
NC(=O)COc1ccc(NC(=O)CC23CC4CC(CC(C4)C2)C3)cc1,4.5,13.7%,3.2%,23.7%,-2.1%,-0.8%,-19.0%,-4.1%,-1.1%
O=C(Nc1ccc(Br)cc1)C1CCN(S(=O)(=O)c2cccc3nsnc23)CC1,2.6,21.4%,-3.1%,3.8%,-3.2%,12.8%,-20.1%,1.5%,-1.2%
CCOC(=O)C(C(=O)Nc1cccc(C)n1)C1CCCCC1 (centres undefined),1.8,63.6%[activator],-4.0%,-10.6%,1.8%,1.6%,-2.1%,1.1%,2.2%
CCN(CC(=O)Nc1ccc(NC(C)=O)cc1)C(=O)CSc1nnc(-c2ccco2)n1CC,0.5,36.7%,-5.9%,-13.7%,7.1%,-0.5%,-22.8%,-14.4%,-1.1%
COC(=O)c1ccccc1NC(=O)CSc1nnc2cc(C)c3cc(C)cc(C)c3n12,1.8,0.7%,-1.4%,-12.5%,-5.2%,-1.0%,-15.8%,-5.9%,-5.5%
COc1cc2ccc(C(C)=O)cc2cc1OC,1.0,.,.,.,6.5%,.,-24.4%,1.1%,-2.5%
CC(/C=N/NC(=O)Cn1nnc(N)n1)=C\c1ccc(C(C)C)cc1,-0.1,22.0%,-0.2%[57.1 µM],19.7%[57.1 µM],9.5%,6.6%,-9.8%,1.1%,i
CC1=C(C(=O)N(C)C)CC(CC(=O)NC2CCCC2)C(=O)N1Cc1ccccc1 (centres undefined),-3.9,.,.,.,0.0%,.,-13.3%,13.8%,4.1%
COc1cc(OC)c(NC(=O)C2=C(C)C(=O)OC23CCCCC3)cc1Cl,-0.1,5.9%,-1.3%,25.9%,.,0.3%,-13.1%,-7.3%,.
COc1cccc(C(=O)N(Cc2cc3cc(C)ccc3[nH]c2=O)C(C)C)c1,-10.5,17.7%,5.4%,9.2%,6.0%,-0.5%,-17.3%,1.1%,0.1%
COc1ccc(C2CC(=O)c3c(C)nc(N4CCN(c5ccccc5)CC4)nc3C2)cc1 (centres undefined),2.6,-9.1%,6.6%,19.0%,7.7%,-1.2%,-12.5%,30.4%[activator],-2.7%
COC(=O)c1ccc(C)c(NS(=O)(=O)c2cn(C)nc2C)c1,-2.4,31.0%,7.7%,9.0%,0.0%,-10.8%,-12.1%,0.1%,-8.3%
CC1(C)CC(=O)c2c(O)cc(OCC(=O)NCCc3ccc(S(N)(=O)=O)cc3)cc2O1,4.3,48.0%[activator],-12.2%,-10.0%,-2.1%,-8.4%,-21.2%,-9.5%,-6.8%
CNc1snc(C)c1C(=O)OCC(=O)N(C)c1ccccc1,0.5,37.2%,2.9%,12.2%,-2.4%,3.8%,-14.2%,-1.5%,6.0%
COc1cc(=O)n(C)c2cc(N(C)C)ccc12,2.0,46.0%[activator],374.0%[activator],?,-1.5%,0.0%,8.2%,25.8%,0.3%
Cc1cc(C)cc(NC(=O)CN2CCN(C(=O)c3cccs3)CC2)c1,-8.4,27.5%[57 µM],2.8%[2.29 µM],7.8%[2.29 µM],-3.2%,-7.9%,-2.6%,-1.4%,-0.8%
O=c1[nH]cnc(CN2CCCCC2)c1O,-5.3,23.1%,-9.6%,-20.6%,2.7%,-18.4%,-15.2%,8.3%,-6.1%
O=S(=O)(Cc1ccccc1)N1CCCCCC1,2.7,29.6%,6.5%,14.3%,1.2%,-4.2%,-11.3%,-1.4%,-7.8%
CCN(Cc1ccncc1)S(=O)(=O)c1ccc(C(C)=O)cc1,0.7,-0.2%,3.2%,?,7.2%,-4.7%,-15.6%,0.0%,-6.6%
COc1ccc(C(=O)N2CCCCC2CCN2CCCCC2)cc1 (centres undefined),0.4,43.8%[activator],9.0%,23.2%,0.0%,1.3%,-23.4%,7.3%,-5.2%
COc1ccc(S(=O)(=O)N2CCC(C(N)=O)CC2)cc1C(=O)N1CCCCCC1,2.4,34.4%,4.0%,13.0%,5.9%,-3.2%,-17.5%,-9.1%,1.2%
Cc1[nH]c(-c2ccccn2)nc(=S)c1Cl,-22.5,-21.6%,8.1%[57.1 µM],6.8%[57.1 µM],6.2%,-2.2%,-17.9%,?,i
CSc1ccc(COC(=O)CCS(=O)(=O)c2ccc(C)cc2)cc1,-5.4,69.7%[activator],-5.7%,11.0%,13.0%,-4.8%,-22.2%,-3.8%,i

# Assay outcomes as filed in PubChem.
